Screens: PubChem BioAssay, several laboratories
KCNK3 inh: human KCNK3 channel inhibitors, primary screen, CHO cells, FluxOR thallium flux, B-score; AID 602410, 2012; Potassium channel subfamily K member 3 (Homo sapiens), O14649; FluxOR fluorescence; hits give low values; hit rate 0.84% among 340,000; B-score at 10 µM;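 active = B-score under library mean minus 4 SD, starting fluorescence ratio at most library mean plus 5 SD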;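 note: more negative B-score means stronger inhibition of thallium flux through KCNK3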
TMEM16A act: TMEM16A chloride channel activators or potentiators, primary screen, cell-based, HTS | HEK293 TMEM16A/YFP-H148Q/I152L, iodide quench fluorescence; hits give low values | B-score at 10 µM | hit rate 0.3% among 340,000;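 active = fluorescence-ratio B-score plate-corrected deviation score at least 3 library SD below zero, with starting fluorescence score within 5 deviations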;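 note: channel opened by trigger with iodide after compound preincubation; score built on the fluorescence ratio of max minus min over baseline; more negative score means more quench and so TMEM16A activation or potentiation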
Target sequence (Q8BHY3 whole entry, looked up): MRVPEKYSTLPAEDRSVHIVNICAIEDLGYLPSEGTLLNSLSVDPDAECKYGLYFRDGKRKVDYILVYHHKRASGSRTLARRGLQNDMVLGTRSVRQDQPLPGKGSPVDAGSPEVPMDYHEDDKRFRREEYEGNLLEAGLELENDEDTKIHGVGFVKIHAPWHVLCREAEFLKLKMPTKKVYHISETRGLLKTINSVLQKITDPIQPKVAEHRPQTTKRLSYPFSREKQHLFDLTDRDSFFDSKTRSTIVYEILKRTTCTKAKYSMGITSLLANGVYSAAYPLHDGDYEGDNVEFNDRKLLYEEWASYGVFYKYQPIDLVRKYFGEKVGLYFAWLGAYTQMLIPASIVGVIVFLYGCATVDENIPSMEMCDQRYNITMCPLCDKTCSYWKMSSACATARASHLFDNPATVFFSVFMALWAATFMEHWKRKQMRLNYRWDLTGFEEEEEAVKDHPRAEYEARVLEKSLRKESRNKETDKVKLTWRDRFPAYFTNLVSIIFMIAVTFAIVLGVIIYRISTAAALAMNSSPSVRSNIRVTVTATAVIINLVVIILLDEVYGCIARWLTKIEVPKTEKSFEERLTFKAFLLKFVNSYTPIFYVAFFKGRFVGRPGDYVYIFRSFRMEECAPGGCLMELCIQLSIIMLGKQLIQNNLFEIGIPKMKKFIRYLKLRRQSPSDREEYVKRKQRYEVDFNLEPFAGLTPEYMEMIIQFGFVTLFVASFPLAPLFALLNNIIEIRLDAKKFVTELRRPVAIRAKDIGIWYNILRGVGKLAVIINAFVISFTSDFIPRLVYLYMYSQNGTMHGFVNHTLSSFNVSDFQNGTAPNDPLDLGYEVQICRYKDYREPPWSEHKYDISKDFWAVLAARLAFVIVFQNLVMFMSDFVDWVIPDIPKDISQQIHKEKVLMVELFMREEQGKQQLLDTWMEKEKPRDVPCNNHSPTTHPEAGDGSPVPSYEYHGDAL
KCNQ1 inh: inhibitors of human KCNQ1 channel, primary screen, cell-based, thallium flux, high-throughput; Potassium voltage-gated channel subfamily KQT member 1 (Homo sapiens), P51787; hit rate 1.3% among 310,000; CHO-K1 KCNQ1, FluxOR thallium flux fluorescence; hits give high values; AID 2642, 2010; B-score at 10 µM;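 active = compounds whose thallium flux B-score, printed positive for inhibition, exceeds three library SD while starting fluorescence stays within three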;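 note: channel opened by potassium depolarization with thallium stimulus after 20 min compound exposure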
TMEM16A inh: TMEM16A chloride channel inhibitors, primary screen, cell-based, HTS; HEK293 TMEM16A/YFP iodide influx fluorescence, ionomycin; hit rate 1.2% among 310,000; normalized B-score (activity score, 25-100; higher = stronger inhibition) at 10 µM;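 active = ratio plate-corrected score three or more library SD toward inhibition, starting fluorescence score within five deviations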;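 note: score derived from kinetic fluorescence span divided by baseline fluorescence per well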
TRPC4 PAM: positive allosteric modulators of TRPC4, primary screen, cell-based, mouse TRPC4beta, HEK293 mu-opioid, Fluo-4 calcium | hit rate 0.42% among 310,000 | Short transient receptor potential channel 4 (Mus musculus), Q9QUQ5 | B-score at 10 µM | DAMGO EC20, Fluo-4 Ca2+ flux; hits give high values;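 active = B-score of calcium response area above 5 SD of library B-scores, with initial fluorescence ratio within 5 SD of library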;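 note: B-score of integrated fluorescence ratio over time as area under calcium response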
TRPC4 agonist: activators of mouse TRPC4 channel, primary screen, Fluo4 calcium, HEK293 TRPC4beta/mu-opioid cells. Fluo4 calcium fluorescence; hits give high values. AID 2237, 2010. hit rate 0.49% among 310,000. Short transient receptor potential channel 4 (Mus musculus), Q9QUQ5. B-score at 10 µM;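 active = B-score above 5 SD of library B-scores, and initial fluorescence ratio not above library mean plus 5 SD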;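 note: positive B-score marks a calcium rise read as TRPC4 activation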
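System: HEK293 cells stably co-expressing mouse TRPC4beta and mu-opioid receptor; Schedule: Fluo4 dye loading 45 min at room temperature, 110 s recording; Detection: Fluo4 fluorescence, kinetic; Evaluation: B-scored integrated calcium fluorescence ratio; Controls: buffer (low) and maximal DAMGO (high).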
KCNQ1 act: potentiators or activators of KCNQ1 channel, primary screen, cell-based, thallium flux, high-throughput | B-score at 10 µM | AID 2648, 2010 | hit rate 0.35% among 310,000 | CHO-K1 KCNQ1, thallium flux FluxOR fluorescence; hits give high values | Potassium voltage-gated channel subfamily KQT member 1 (Homo sapiens), P51787;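 active = fluorescence ratio B-score, a plate-corrected score, at least three library SD, with initial intensity B-score within 5 SD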
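Assay system: stable KCNQ1 CHO-K1 line; medium: assay buffer, equal DMSO in all wells; timing: 90 min dye loading and 20 min compound exposure, both at room temperature; technique: kinetic FluxOR thallium fluorescence, 10-s 1-Hz baseline, 110-s post-stimulus read; read-out basis: B score of baseline-normalized fluorescence ratio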
KCNK9 inh: KCNK9 potassium channel inhibitors, primary screen, HEK293 cells, thallium flux; Potassium channel subfamily K member 9 (Homo sapiens), Q9NPC2; FluxOR thallium flux fluorescence; hits give low values; B-score at 10 µM; hit rate 1.2% among 310,000; AID 488922, 2010;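 active = ratio B-score over 3 SD below the library mean, with starting fluorescence within 5 SD of its mean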;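 note: negative B-score means less thallium flux so channel inhibition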
hERG rescue: hERG rescue from dofetilide block, primary screen, cell-based, CHO-hERG, FluxOR thallium flux, dofetilide IC70. dofetilide IC70 present. activation (rescue from dofetilide block), less the hit threshold, % at 10 µM. hit rate 0.51% among 310,000. AID 1511, 2009;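 active = activation above the mean of controls blocked by dofetilide plus 5 SD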;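 note: thallium influx through hERG after potassium depolarization seen as dye fluorescence rise; in these data hits start at about 4.7%; inactives centre near -7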
HDAC3 inh: HDAC3 deacetylase inhibitors, primary screen, biochemical, fluorescence, cell-free homogeneous. Histone deacetylase 3 (Homo sapiens), O15379. recombinant HDAC3, fluorogenic peptide/trypsin coupled. inhibition, % at 8.3 µM. hit rate 0.15% among 320,000; in the data active = inhibition above about 26%, passing the limit was not always enough; inconclusive = no clear call, values can overlap the other calls
DYRK1A inh: rat Dyrk1A kinase inhibitors, primary screen, biochemical, single point, plate reader; Dual specificity tyrosine-phosphorylation-regulated kinase 1A (Rattus norvegicus), Q63470; inhibition, % at 12.5 µM; ADP-Glo luminescence, NFATc1 peptide; hit rate 0.43% among 310,000; AID 504441, 2011; in the data active = inhibition above about 50%;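 note: plate controls were vehicle with enzyme for no effect and no enzyme for full effect; many of its hits are not listed in these tables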
Numbers without * were called inactive. Not all compounds are listed; the hit share may differ from the screen's.

`COc1ccc(S(=O)(=O)N2CCOC2CNC(=O)C(=O)NCCCN2CCOCC2)cc1C` (stereo not drawn) gave KCNK3 inh inactive, TMEM16A act inactive, KCNQ1 inh inactive, TMEM16A inh inactive, TRPC4 PAM inactive, TRPC4 agonist inactive, KCNQ1 act inactive, KCNK9 inh inactive, hERG rescue 2, HDAC3 inh -2 and DYRK1A inh -9.
Screening O=C(CCN1CCN(c2ccc([N+](=O)[O-])cc2)CC1)c1ccc(Cl)cc1 returned KCNK3 inh inactive, TMEM16A act inactive, KCNQ1 inh inactive, TMEM16A inh inactive, TRPC4 PAM inactive, TRPC4 agonist inactive, KCNQ1 act inactive, KCNK9 inh inactive, hERG rescue -13, HDAC3 inh -4 and DYRK1A inh 1.
`Cc1nn(-c2ccccc2)c(C)c1C(=O)OCC(=O)NCc1ccco1` gave KCNK3 inh inactive, TMEM16A act inactive, KCNQ1 inh inactive, TMEM16A inh inactive, TRPC4 PAM inactive, TRPC4 agonist inactive, KCNQ1 act inactive, KCNK9 inh inactive, hERG rescue -3, HDAC3 inh inconclusive and DYRK1A inh -2.
For CCc1nnc(NC(=O)c2cccc(S(=O)(=O)N3CCc4ccccc43)c2)s1 the results were KCNK3 inh inactive, TMEM16A act inactive, KCNQ1 inh inactive, TMEM16A inh inactive, TRPC4 PAM inactive, TRPC4 agonist inactive, KCNQ1 act inactive, KCNK9 inh inactive, hERG rescue -2, HDAC3 inh -1 and DYRK1A inh -2.
Screening COc1ccc(-c2ccnc3nc(N4CCOCC4)nn23)cc1 returned KCNK3 inh inactive, TMEM16A act inactive, KCNQ1 inh inactive, TMEM16A inh inactive, TRPC4 PAM inactive, TRPC4 agonist inactive, KCNQ1 act inactive, KCNK9 inh inactive, hERG rescue -3, HDAC3 inh -54 and DYRK1A inh 14.
Screening Cc1cc(C)c2c(=O)[nH]n(C3CCOC(C)(C)C3)c2n1 (stereo not drawn) returned KCNK3 inh inactive, TMEM16A act inactive, KCNQ1 inh inactive, TMEM16A inh inactive, TRPC4 PAM inactive, TRPC4 agonist inactive, KCNQ1 act inactive, KCNK9 inh inactive, hERG rescue -18, HDAC3 inh 0 and DYRK1A inh 5.
For Cc1cc(=O)n2[nH]c(NCc3c(F)cccc3Cl)nc2n1 the results were KCNK3 inh inactive, TMEM16A act inactive, KCNQ1 inh inactive, TMEM16A inh inactive, TRPC4 PAM inactive, TRPC4 agonist inactive, KCNQ1 act inactive, KCNK9 inh inactive, hERG rescue -3, HDAC3 inh -4 and DYRK1A inh -4.
Screening CN(C)C=Nc1nc2ccccc2nc1N1CCCC1 returned KCNK3 inh inactive, TMEM16A act inactive, KCNQ1 inh inactive, TMEM16A inh inactive, TRPC4 PAM inactive, TRPC4 agonist inactive, KCNQ1 act inactive, KCNK9 inh inactive, hERG rescue -11, HDAC3 inh -8 and DYRK1A inh 3.
`CC(C)C(NC(=O)OC(C)(C)C)C(=O)N1CCCC1C(=O)NC(Cc1ccccc1)C(N)=O` (stereo not drawn) gave KCNK3 inh inactive, TMEM16A act inactive, KCNQ1 inh inactive, TMEM16A inh inactive, TRPC4 PAM inactive, TRPC4 agonist inactive, KCNQ1 act inactive, KCNK9 inh inactive, hERG rescue -8, HDAC3 inh -5 and DYRK1A inh -2.
O=C(CNC(=O)c1cccc(F)c1)OCC(=O)N1CCCCC1 was read as KCNK3 inh inactive, TMEM16A act inactive, KCNQ1 inh inactive, TMEM16A inh inactive, TRPC4 PAM inactive, TRPC4 agonist inactive, KCNQ1 act inactive, KCNK9 inh inactive, hERG rescue -17, HDAC3 inh 0 and DYRK1A inh -2.
`Cc1cc(N2CCCCC2)n2ncc(-c3ccc(Cl)cc3)c2n1` gave KCNK3 inh inactive, TMEM16A act inactive, KCNQ1 inh inactive, TMEM16A inh inactive, TRPC4 PAM inactive, TRPC4 agonist inactive, KCNQ1 act inactive, KCNK9 inh -11*, hERG rescue -12, HDAC3 inh -5 and DYRK1A inh 3.
Screening CC(=O)Nc1ccc(C(=O)COC(=O)CCN2C(=O)C3CC=CCC3C2=O)cc1 (stereo not drawn) returned KCNK3 inh inactive, TMEM16A act inactive, KCNQ1 inh inactive, TMEM16A inh inactive, TRPC4 PAM inactive, TRPC4 agonist inactive, KCNQ1 act inactive, KCNK9 inh inactive, hERG rescue -10 and HDAC3 inh 4.
For O=C(NCCN1CCOCC1)C1CCC(=O)N1Cc1ccc(F)cc1 (stereo not drawn) the results were KCNK3 inh inactive, TMEM16A act inactive, KCNQ1 inh inactive, TMEM16A inh inactive, TRPC4 PAM inactive, TRPC4 agonist inactive, KCNQ1 act inactive, KCNK9 inh inactive, hERG rescue -5, HDAC3 inh 1 and DYRK1A inh 4.
Screening O=C(Nc1cc(C(=O)N2CCOCC2)ccc1N1CCCC1)c1cccs1 returned KCNK3 inh inactive, TMEM16A act inactive, KCNQ1 inh inactive, TMEM16A inh inactive, TRPC4 PAM inactive, TRPC4 agonist inactive, KCNQ1 act inactive, KCNK9 inh inactive, hERG rescue -4, HDAC3 inh -3 and DYRK1A inh 12.
For Cc1ccc(N(C(=O)c2ccccn2)C2(C(=O)NC3CCCC3)CCCCC2)cc1 the results were KCNK3 inh inactive, TMEM16A act inactive, KCNQ1 inh inactive, TMEM16A inh inactive, TRPC4 PAM inactive, TRPC4 agonist inactive, KCNQ1 act inactive, KCNK9 inh inactive, hERG rescue -19, HDAC3 inh 1 and DYRK1A inh 2.
Screening CN(C(=O)Nc1ccc(C(C)(C)C)cc1)C1CCCCC1 returned KCNK3 inh inactive, TMEM16A act inactive, KCNQ1 inh inactive, TMEM16A inh inactive, TRPC4 PAM inactive, TRPC4 agonist inactive, KCNQ1 act inactive, KCNK9 inh inactive, hERG rescue -6, HDAC3 inh -11 and DYRK1A inh 3.
CCc1c(C)sc(NC(=O)c2cc(C3CC3)on2)c1C#N was read as KCNK3 inh inactive, TMEM16A act inactive, KCNQ1 inh inactive, TMEM16A inh inactive, TRPC4 PAM inactive, TRPC4 agonist inactive, KCNQ1 act inactive, KCNK9 inh inactive, hERG rescue -10, HDAC3 inh 10 and DYRK1A inh 3.
For CC(C)n1cc(/C=C2\NC(=O)N(c3cccc(Cl)c3)C2=O)c2ccccc21 the results were KCNK3 inh inactive, TMEM16A act inactive, KCNQ1 inh inactive, TMEM16A inh inactive, TRPC4 PAM inactive, TRPC4 agonist inactive, KCNQ1 act inactive, KCNK9 inh inactive, hERG rescue -15, HDAC3 inh -1 and DYRK1A inh 22.
For CCOc1c2ccc(C(=O)NCc3ccco3)cc2nn1CC the results were KCNK3 inh inactive, TMEM16A act inactive, KCNQ1 inh inactive, TMEM16A inh inactive, TRPC4 PAM inactive, TRPC4 agonist inactive, KCNQ1 act inactive, KCNK9 inh inactive, hERG rescue -9, HDAC3 inh -17 and DYRK1A inh -7.
`COc1cccc(CC2(CO)CCCN(Cc3ccc(OC)c(C)c3OC)C2)c1` (stereo not drawn) gave KCNK3 inh inactive, TMEM16A act inactive, KCNQ1 inh inactive, TMEM16A inh inactive, TRPC4 PAM inactive, TRPC4 agonist inactive, KCNQ1 act inactive, KCNK9 inh inactive, hERG rescue -14, HDAC3 inh -6 and DYRK1A inh -1.

Continued; it opens with the two that closed the last part.
For CCOc1c2ccc(C(=O)NCc3ccco3)cc2nn1CC the results were KCNK3 inh inactive, TMEM16A act inactive, KCNQ1 inh inactive, TMEM16A inh inactive, TRPC4 PAM inactive, TRPC4 agonist inactive, KCNQ1 act inactive, KCNK9 inh inactive, hERG rescue -9, HDAC3 inh -17 and DYRK1A inh -7.
`COc1cccc(CC2(CO)CCCN(Cc3ccc(OC)c(C)c3OC)C2)c1` (stereo not drawn) gave KCNK3 inh inactive, TMEM16A act inactive, KCNQ1 inh inactive, TMEM16A inh inactive, TRPC4 PAM inactive, TRPC4 agonist inactive, KCNQ1 act inactive, KCNK9 inh inactive, hERG rescue -14, HDAC3 inh -6 and DYRK1A inh -1.
Screening CN(CCCNC(=O)C1CCC(=O)N1Cc1ccc(F)cc1)c1ccccc1 (stereo not drawn) returned KCNK3 inh inactive, TMEM16A act inactive, KCNQ1 inh inactive, TMEM16A inh inactive, TRPC4 PAM inactive, TRPC4 agonist inactive, KCNQ1 act inactive, KCNK9 inh inactive, hERG rescue -9, HDAC3 inh -10 and DYRK1A inh -1.
Screening COc1cc2c(cc1OC)CN(Cc1cc(=O)n3cc(C)ccc3n1)CC2 returned KCNK3 inh inactive, TMEM16A act inactive, TMEM16A inh inactive, HDAC3 inh -15 and DYRK1A inh 7.
`CC(C)c1ccc(OCC(=O)N2CCN(c3ccccn3)CC2)c(Br)c1` gave KCNK3 inh inactive, TMEM16A act inactive, KCNQ1 inh inactive, TMEM16A inh inactive, TRPC4 PAM inactive, TRPC4 agonist inactive, KCNQ1 act inactive, KCNK9 inh inactive, hERG rescue -11, HDAC3 inh 9 and DYRK1A inh -5.
`O=C(OC1CCN(c2ncc(C(F)(F)F)cc2Cl)CC1)c1cccc(C(F)(F)F)c1` gave KCNK3 inh inactive, TMEM16A act inactive, KCNQ1 inh inactive, TMEM16A inh inactive, TRPC4 PAM inactive, TRPC4 agonist inactive, KCNQ1 act inactive, KCNK9 inh inactive, hERG rescue -11, HDAC3 inh -1 and DYRK1A inh 0.
For Cc1ccc(C)c(S(=O)(=O)N2CCN(CC(=O)Nc3ccc4c(c3)CCC4)CC2)c1 the results were KCNK3 inh inactive, TMEM16A act inactive, KCNQ1 inh inactive, TMEM16A inh inactive, TRPC4 PAM inactive, TRPC4 agonist inactive, KCNQ1 act inactive, KCNK9 inh inactive, hERG rescue -9, HDAC3 inh 0 and DYRK1A inh -2.
Screening Cc1ccc(SCCN2CCN(Cc3ccccc3)CC2)cc1 returned KCNK3 inh inactive, TMEM16A act inactive, KCNQ1 inh inactive, TMEM16A inh inactive, TRPC4 PAM inactive, TRPC4 agonist inactive, KCNQ1 act inactive, KCNK9 inh inactive, hERG rescue -8 and HDAC3 inh -1.
